HT1080 IDH1KD tx: qHTS for induction of synthetic lethality in tumor cells producing 2HG: qHTS for the HT-1080-IDH1KD cell line; HT-1080 IDH1 knockdown viability, ATP luminescence, 48 h; Potency, µM (top dose mostly 46.1 µM), without a hit: at the highest dose activity, negative = toxicity, hits mostly cytotoxic; 360,000 compounds, 2% hits;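 note: potency is the fitted concentration of half-maximal effect; 0% = DMSO wells and -100% = cell-free medium wells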
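Assay cells: HT-1080 with IDH1 knockdown, 750 per well, RPMI/5% FBS. Exposure: 48 h at 37 °C following 2 h pre-incubation. Read: CellTiter-Glo luminescence; fitted concentration-response, curve class assigned.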
MCF10A rereplic: A quantitative high throughput screen for small molecules that induce DNA re-replication in MCF 10a normal breast cells; MCF 10A DNA re-replication, Hoechst nuclear intensity, 48 h; Potency, µM (titrated, usually from 46.1 µM), without a hit: top-dose activity, positive = re-replication, most hits filed as activators; 350,000 compounds, 2.9% hits; note: potency is the fitted concentration of half-maximal effect; % of control where 0% means no effect; nearly all actives have a fitted effect of over 50% in size
HT1080-NT tox: qHTS for induction of synthetic lethality in tumor cells producing 2HG: qHTS for the HT-1080-NT fibrosarcoma cell line | HT-1080-NT fibrosarcoma viability, CellTiter-Glo ATP luminescence, 48 h | Potency, µM (series often up to 46.1 µM), inactives show at the highest dose activity, negative = less viability, actives largely listed as cytotoxic | 360,000 compounds, 1.6% hits;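 note: NT is the 2HG producing partner of a matched IDH1 knockdown line; potency is the fitted concentration of half-maximal effect; 0% = DMSO-treated cells and -100% = media-only wells without cells; nearly all actives have a fitted effect of over 55% in size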
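Viability by CellTiter-Glo luminescence after 48 h compound exposure at 37C of HT-1080-NT cells (750/well, RPMI, 5% FBS). % activity scaled between DMSO wells and medium-only wells, then curve-fitted and categorized by curve class.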
KB-3-1 cytotox: qHTS assay for MDR1-selective chemotherapeutics: Primary screen using the parental adenocarcinoma cell KB-3-1; KB-3-1 viability, CellTiter-Glo ATP luminescence, 72 h; Potency, µM (titrated, usually from 46.1 µM), without a hit: top-dose activity change, negative = cytotoxic, hits mostly cytotoxic; 400,000 compounds, 1.4% hits; note: potency is the fitted concentration of half-maximal effect; % is set by controls: 0 for no effect and ±100 for the full control effect; nearly all actives have a fitted effect of over 60% in size
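Viability of parental KB-3-1 cells, measured by CellTiter-Glo luminescence, followed a 72 h incubation at 37 °C with pinned compounds in phenol-red-free DMEM containing 10% FBS.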
IL-1B inflam inh: qHTS for Inhibitors of Inflammasome Signaling: IL-1-beta AlphaLISA Primary Screen; 360,000 compounds, 4.7% hits; activity change, % at 57.5 µM; THP-1 LPS/ATP IL-1B secretion, AlphaLISA, 16 h; active compounds read low; in the data active = activity change below about -50%; inconclusive = mostly about -30% to -49%; note: % is set by controls: 0 for no effect and ±100 for the full control effect
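Secreted IL-1B measured by AlphaLISA bead assay after 16 h compound exposure of THP-1 cells; compounds (final up to 57.5 uM) added 1 h before LPS (250 ng/mL) and ATP (1.25 mM) stimulation; lower signal means less secretion.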
ATXN2 expr inh: Primary qHTS for Inhibitors of ATXN expression; Potency, µM (doses to about 57 µM), without a hit: top-dose activity change, negative = inhibition, usual class: inhibitors; HEK-293 ATXN2-luciferase reporter, luminescence, 24 h; 360,000 compounds, 0.72% hits; note: potency is the fitted concentration of half-maximal effect; % is set by controls: 0 for no effect and ±100 for the full control effect; nearly all actives have a fitted effect of over 55% in size
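qHTS (up to 57 uM final) was run with 24 h compound exposure of reporter cells at 37 °C. Each well was multiplexed: SteadyGlo luminescence measured ATXN2-luciferase expression after a fluorogenic Gly-Phe-AFC viability readout (25 uM final).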
ATXN viability: Viability Counterscreen for Primary qHTS for Inhibitors of ATXN expression | S2 cells (HEK-293 line with an ATXN2-luciferase reporter) viability, CellTiter-Fluor protease fluorescence, 24 h | Potency, µM (highest dose often 56.7 µM), hits mostly cytotoxic | AID 651635, 2014 | 400,000 compounds, 0.49% hits; note: potency is the fitted concentration of half-maximal effect; nearly all actives have a fitted effect of over 40% in size
KB-V1 MDR tox: qHTS assay for MDR1-selective chemotherapeutics: Primary screen using the drug-selected MDR subline cells KB-V1; Potency, µM (top dose mostly 46.1 µM), for inactives: at the top dose activity change, negative = cytotoxicity, hits mostly cytotoxic; 400,000 compounds, 3.4% hits; KB-V1 MDR cells viability, CellTiter-Glo, 72 h; AID 1347076, 2019; note: potency is the fitted concentration of half-maximal effect; % is set by controls: 0 for no effect and ±100 for the full control effect; nearly all actives have a fitted effect of over 60% in size
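Readout: CellTiter-Glo luminescence, 10 min after addition. Cells: KB-V1 MDR subline, 72 h at 37 degrees C with compound. Analysis: corrected, normalized data fitted to concentration-effect curves.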
SW480 rerep: A quantitative high throughput screen for small molecules that induce DNA re-replication in SW480 colon adenocarcinoma cells; SW480 DNA re-replication, Hoechst DNA content imaging, 48 h; Potency, µM (titrated, usually from 46.1 µM), for the others: at the highest dose re-replication activation, usual class: activators; 340,000 compounds, 1.8% hits; note: potency is the fitted concentration of half-maximal effect; % of control where 0% means no effect; nearly all actives have a fitted effect of over 55% in size
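First, 250 cells per well were seeded. Next, compound or vehicle (23 nL) was pinned in, plates sat 48 hr at 37 C. Finally Hoechst was added for 40 min before fluorescence scanning.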
* marks the source's active call; other numbers are inactive results; i = inactive; ? = inconclusive; / = no result given; [ ] = another dose, or the depositor's remark. Unless noted, calls come from the whole dose curve; as a rule, active = well fitted curve in the direction sought with a large enough effect; inconclusive = small, poorly fitted or top-dose-only effect, or another doubt; inactive = no such curve, though single readings can be large; an effect the other way counts as inactive or inconclusive.

SMILES	HT1080 IDH1KD tx	MCF10A rereplic	HT1080-NT tox	KB-3-1 cytotox	IL-1B inflam inh	ATXN2 expr inh	ATXN viability	KB-V1 MDR tox	SW480 rerep
Nc1nc(N)c(Cc2ccc(Cl)cc2Cl)c(N)n1	-10%	?	-6%	-20%	-6	-28%	?	-10%	-9%
CC(C)c1ccc(-c2nnc(SCC(=O)NC3CC3)n2C)cc1	0%	7%	16%	-9%	61	12%	i	-5%	0%
COc1ccc(-c2cc(C(F)(F)F)c3c(N)c(C(=O)NCCSC)sc3n2)cc1	7%	?	4%	-2%	8	-35%	/	-5%	?
Fc1cccc(Nc2nc3ccccc3n3cnnc23)c1	-13%	-1%	-7%	15%	76	-1%	i	-16%	-8%
Oc1ccc(N=Nc2ccc3c(c2)OCCO3)c(O)c1	?	-2%	-16%	-10%	-13	?	?	-9%	-8%
CCN(CC)c1ccc(/C=c2\sc3nnc(-c4ccccc4Cl)n3c2=O)cc1	1%	0%	2%	13%	0	-11%	?	?	0%
CCC(=O)c1ccc(OCC(=O)Nc2ccc3nc(C)sc3c2)cc1	5%	2%	-2%	0%	26	/	i	?	-13%
Cc1ccc(-n2c3c(c(=O)[nH]c2=O)C(NC(=O)C(C)(C)C)(C(F)(F)F)C(=O)N3)cc1 (stereo not given)	/	/	/	2%	/	2%	i	20%	/
O=C(Nc1ccc(S(=O)(=O)Nc2nccs2)cc1)c1ccc(=O)[nH]c1	8%	?	13%	11%	6	-33%[11.3 µM]	i	-9%	-6%
CCc1c(C)nc2ncnn2c1N1CCCC(C(=O)NCCc2ccccc2)C1 (stereo not given)	?	2%	2%	?	9	22%	i	13µM*	-3%
CCCc1[nH][nH]c(=O)c1C(c1ccc(Br)cc1)C(C#N)C#N (stereo not given)	-10%	1%	-1%	-13%	?	1%	i	18%	6%
Cn1c(N)c(S(=O)(=O)c2ccc(Br)cc2)c2nc3ccccc3nc21	?	?	?	0%	-4	6%	i	-28%	?
CCN(CC(=O)Nc1ccccc1C(F)(F)F)C(=O)c1ccc2[nH]c3c(c2c1)CC(C)CC3 (stereo not given)	-23%	?	-3%	0%	-62*	-24%	i	?	6%
CCCC(=O)NC(c1ccccc1Cl)c1ccc2cccnc2c1O (stereo not given)	?	?	?	?	108	3.2µM*	i	?	?
O=C(NCc1cccnc1)C1CC(c2ccccc2O)=NO1 (stereo not given)	11%	2%	13%	1%	15	-15%	?	-3%	-2%
NC1=NN(c2c(Cl)cc(Cl)cc2Cl)C(=O)C1	11%	13%	2%	-2%	26	3%	i	-6%	0%
O=S(=O)(c1ccccc1)c1nc(-c2ccccc2)oc1NCc1cccnc1	-1%	-4%	-4%	-4%	-24	1%	i	-24%	-1%
Cc1cc(=O)n2c(-c3ccc(Cl)cc3)csc2n1	12%	?	10%	17%	-6	2%	i	-1%	0%
N#CC(c1ccccc1)C(CC(=O)c1ccccc1)c1ccccc1 (stereo not given)	-26%	/	-16%	-2%	-6	/	i	?	/
O=C(COC(=O)c1ccccn1)Nc1ccc2c(c1)OCO2	-2%	2%	1%	-5%	20	-18%	i	0%	1%
COc1ccc(-n2ccnc(NCCc3ccc(S(N)(=O)=O)cc3)c2=O)cc1Cl	/	/	/	4%	/	-3%	i	0%	/
N#Cc1c(NC(=O)CCC(=O)O)sc2c1CCCC2	-1%	-1%	7%	6%	29	6%	i	0%	-7%
O=C1NC[C@H](CCCCN2CCN(CC3CCCCC3)C(=O)C2=O)N(CC2CCCCC2)C1=O	26%	/	14%	18%	-3	8%	i	1%	/
O=C(O)c1ccc(N2C(=O)CC(N3CCN(c4ccc(Cl)cc4)CC3)C2=O)cc1 (stereo not given)	15%	22%[9.22 µM]	13%	4%	11	-21%	i	?	-30%[inhibitor]
CC(=O)Nc1cccc(N)c1	7%	?	28%	0%	16	-2%	i	10%	0%
CCCCN1C(=S)SC(C)(C)C1/[N+]([O-])=C/c1ccc(S(=O)(=O)NC)cc1 (stereo not given)	11%	0%	-2%	6%	-19	2%	i	0%	-5%
OC1CCCN(CC(O)COC(c2ccccc2)c2ccccc2)C1 (stereo not given)	14%	-3%	17%	9%	-14	-11%	i	-19%	-10%
COc1ccc(C2(N3CCN(c4cccc(C)c4C)CC3)C(=O)c3ccccc3C2=O)cc1	/	/	/	7%	/	5%	i	6%	/
Cc1nc(C)c(Oc2ccc(Cl)cc2Cl)c(=O)[nH]1	1%	-1%	4%	2%	24	2%	i	15%	-12%
O=C(Nc1ccc2c(c1)OCO2)C(c1ccc(Cl)cc1)N1CCC2(CC1)OCCO2 (stereo not given)	-1%	0%	-8%	-12%	-6	-10%	i	-7%	2%
Cc1ccc(N=C2NC(=O)S/C2=C\c2ccco2)cc1	8%	2%	10%	5%	0	-12%	i	16%	4%
COC(=O)c1ccc(N2CCN(S(=O)(=O)c3ccc(Br)cc3)CC2)c([N+](=O)[O-])c1	-6%	10%	-2%	16%	-18	-10%	i	-18%	-6%
COc1ccc(-c2nc(=S)[nH][nH]2)cc1	15%	-1%	9%	1%	42	4%	i	-5%	-13%
O=C1N[C@@H](Cc2ccccc2)C(=O)N2CCC[C@@H]12	6%	0%	-2%	-1%	10	-6%	i	27%	0%[9.22 µM]
COc1ccc2[nH]c(=O)c(CN(CCCN(C)C)C(=O)Nc3ccc(F)cc3)cc2c1	-23%	2%	-23%	2%	-10	-18%	?	13%	-3%
CCOc1ccc(N=Nc2ccc(O)c3ncccc23)cc1	?	?	?	6%	82	?	?	-19%	?
O=C(Nc1ccc(NC(=O)C2CC2)nc1)c1cccnc1	11%	?	12%	-3%	12	0%	i	?	-2%
CCOC(=O)CCCNC(=O)COC(=O)c1cc(Br)c(Br)s1	0%	3%	0%	8%	-3	/	i	1%	-6%
O=C(O)c1ccccc1/C=N/n1c(C2CCCCC2)n[nH]c1=S	6%	-11%	23%	5%	6	9%	i	27%	-11%
Cc1cc(Br)ccc1S(=O)(=O)n1ccnc1C	24%	-2%	10%	-2%	13	-2%	i	?	1%
O=C(CCC(=O)c1ccc(Br)cc1)Nc1ccc(F)cc1	-3%	6%	-9%	9%	6	6%	i	9%	-8%
COc1ccc(C)cc1NC(=O)CCNC(=O)c1ccco1	10%	?	10%	1%	1	-10%	i	-22%	3%
Cc1ccc(S(=O)(=O)N2CCC(=O)N(CCOC(=O)Nc3cccc(Cl)c3)CC2)cc1	-2%	-1%	-1%	-13%	-12	10%	i	-22%	-2%
O=C(c1ccc(-c2ccccc2)cc1)N1CCN(c2ccccc2F)CC1	-2%	?	-15%	-1%	-10	-36%	i	-8%	10%
Cc1cccc(/C=C/c2onc(C)c2S(=O)(=O)N2CCC(C(=O)NC(C)(C)C)CC2)c1	4%	2%	2%	2%	3	-7%	i	4%	0%
COC(=O)c1[nH]c2cccc(OC)c2c1NC(=O)CN(C)CC1OCCO1	-3%	-4%	-8%	-1%	?	3%	i	-2%	-3%
COc1cc2cc(C(=O)N3CCN(Cc4ccc5c(c4)OCO5)CC3)c(=O)oc2cc1OC	11%	-14%	0%	-5%	25	-9%	/	-13%	-1%
O=C(NCc1ccco1)c1cccc(-c2ccc3nccn3c2)c1	2%	/	11%	0%	-13	-3%	i	-12%	/

Single values from the results shown:
Reading of `COc1ccc2[nH]c(=O)c(CN(CCCN(C)C)C(=O)Nc3ccc(F)cc3)cc2c1` in IL-1B inflam inh: -10
Reading of `O=C1N[C@@H](Cc2ccccc2)C(=O)N2CCC[C@@H]12` in SW480 rerep: 0%[9.22 µM]

A draw from above in order of length of the SMILES, rising:
SMILES	HT1080 IDH1KD tx	MCF10A rereplic	HT1080-NT tox	KB-3-1 cytotox	IL-1B inflam inh	ATXN2 expr inh	ATXN viability	KB-V1 MDR tox	SW480 rerep
Cc1ccc(N=C2NC(=O)S/C2=C\c2ccco2)cc1	8%	2%	10%	5%	0	-12%	i	16%	4%
O=C(CCC(=O)c1ccc(Br)cc1)Nc1ccc(F)cc1	-3%	6%	-9%	9%	6	6%	i	9%	-8%
O=C(NCc1ccco1)c1cccc(-c2ccc3nccn3c2)c1	2%	/	11%	0%	-13	-3%	i	-12%	/
CCOC(=O)CCCNC(=O)COC(=O)c1cc(Br)c(Br)s1	0%	3%	0%	8%	-3	/	i	1%	-6%
O=C1N[C@@H](Cc2ccccc2)C(=O)N2CCC[C@@H]12	6%	0%	-2%	-1%	10	-6%	i	27%	0%[9.22 µM]
O=C(c1ccc(-c2ccccc2)cc1)N1CCN(c2ccccc2F)CC1	-2%	?	-15%	-1%	-10	-36%	i	-8%	10%
COC(=O)c1[nH]c2cccc(OC)c2c1NC(=O)CN(C)CC1OCCO1	-3%	-4%	-8%	-1%	?	3%	i	-2%	-3%
COc1ccc2[nH]c(=O)c(CN(CCCN(C)C)C(=O)Nc3ccc(F)cc3)cc2c1	-23%	2%	-23%	2%	-10	-18%	?	13%	-3%
COc1cc2cc(C(=O)N3CCN(Cc4ccc5c(c4)OCO5)CC3)c(=O)oc2cc1OC	11%	-14%	0%	-5%	25	-9%	/	-13%	-1%
Cc1ccc(S(=O)(=O)N2CCC(=O)N(CCOC(=O)Nc3cccc(Cl)c3)CC2)cc1	-2%	-1%	-1%	-13%	-12	10%	i	-22%	-2%
Cc1cccc(/C=C/c2onc(C)c2S(=O)(=O)N2CCC(C(=O)NC(C)(C)C)CC2)c1	4%	2%	2%	2%	3	-7%	i	4%	0%
